# Source: PubChem BioAssay
# AHR activator = activators of human aryl hydrocarbon receptor; AID 2796; 320,000 compounds, 2.5% hits; AHR-responsive luciferase reporter cells, luminescence; P35869; activation, % at 5 µM; in the data active = activation above about 47%;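 note: 0% = vehicle wells and 100% = reference agonist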
# PP1 counter = PP1-alpha (human) inhibition in PP5 counter-screen | 320,000 compounds, 0.9% hits | P62136 | AID 2235 | inhibition, % at 6.7 µM | purified PP1alpha, OMFP fluorescence;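 active = inhibition above the mean inhibition of all tested compounds plus 3 SD, computed separately for each screening campaign, cut at about 15% in these data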
# Fh CTSL1 inh = cathepsin L1 inhibition, PFM18AAP counter-screen | recombinant F. hepatica cathepsin L1, Z-Leu-Arg-MCA fluorescence | inhibition, % at 5.96 µM | 300,000 compounds, 0.49% hits;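 active = inhibition above the mean of all tested compounds plus 3 SD, set per screening campaign, cut at about 17% in these data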;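 note: 0% = plate median of test compound wells and 100% = 1 µM Z-Phe-Ala-diazomethylketone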
# TPT1 inhibitor = blocks Candida albicans tRNA 2'-phosphotransferase; recombinant caTPT1, FP RNA substrate dephosphorylation; inhibition, % at 5 µM; 300,000 compounds, 0.81% hits; AID 1962;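 active = inhibition above the mean of all tested compounds plus 3 SD, set per screening campaign, cut at about 24% in these data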;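 note: plate controls were DMSO alone for no effect and ferristatin control at 100 nM for full effect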
# HCV core dimer = blocks dimerization of HCV core protein. 300,000 compounds, 0.33% hits. inhibition, % at 5 µM. AID 1899. TR-FRET GST/Flag-core106 dimerization, 1536-well;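 active = inhibition above the mean of all tested compounds plus 3 SD, set per screening campaign, cut at about 45% in these data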
#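 Test system: GST/Flag-tagged HCV core106 proteins; Medium: KF-containing HEPES buffer, pH 7.45, DTT, CHAPS, BSA; Times: compound-protein-antibody incubation 4 h at 22.5 °C; Detection: TR-FRET 671 and 617 nm emission; Benchmarks: wells lacking GST-core106 and wells with excess unlabelled core106.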
# procasp7 counter = counter-screen for procaspase-3 activators: activators of human procaspase-7 | P55210 | recombinant procaspase-7, Ac-DEVD-pNA absorbance 405 nm; D23A/D198A/D206A triple mutant, cannot self-cleave; scale: DMSO 0, 5 µM enzyme 100 | activation, % at 8.5 µM | 330,000 compounds, 0.093% hits;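 active = percent activation above the screen-wide mean plus 3 SD, cut at about 25% in these data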
# Target sequence (P55210 whole entry D23A/D198A/D206A): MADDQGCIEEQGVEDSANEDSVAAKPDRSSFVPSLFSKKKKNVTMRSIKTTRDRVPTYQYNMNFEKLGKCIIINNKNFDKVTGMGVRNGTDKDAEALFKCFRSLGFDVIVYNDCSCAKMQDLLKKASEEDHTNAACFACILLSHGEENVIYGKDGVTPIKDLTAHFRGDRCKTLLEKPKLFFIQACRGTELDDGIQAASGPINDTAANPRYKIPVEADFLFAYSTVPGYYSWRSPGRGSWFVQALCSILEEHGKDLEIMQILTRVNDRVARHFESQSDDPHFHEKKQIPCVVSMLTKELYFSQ
#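 Assay system: Uncleavable procaspase-7 mutant enzyme; Input: 2 µM procaspase-7 mutant as dispensed; Also added: DEVD-pNA substrate; Medium: Zinc-free HEPES pH 7.4 with 300 mM NaCl, 0.01% Triton X-100; Timing: 1 h compound preincubation, 2 h substrate cleavage, 25 °C; Measured by: Epi-absorbance of released pNA at 405 nm, two timepoints.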
# PP5 inh = inhibitors of human protein phosphatase 5 (PP5); P53041; purified PP5c, OMFP substrate fluorescence; inhibition, % at 6.7 µM; 320,000 compounds, 0.18% hits;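 active = inhibition above the campaign's mean inhibition across all tested compounds plus 3 SD, cut at about 9.5% in these data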;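 note: 0% = DMSO only and 100% = 100 µM cantharidin control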
# Target sequence (P53041 whole entry, looked up): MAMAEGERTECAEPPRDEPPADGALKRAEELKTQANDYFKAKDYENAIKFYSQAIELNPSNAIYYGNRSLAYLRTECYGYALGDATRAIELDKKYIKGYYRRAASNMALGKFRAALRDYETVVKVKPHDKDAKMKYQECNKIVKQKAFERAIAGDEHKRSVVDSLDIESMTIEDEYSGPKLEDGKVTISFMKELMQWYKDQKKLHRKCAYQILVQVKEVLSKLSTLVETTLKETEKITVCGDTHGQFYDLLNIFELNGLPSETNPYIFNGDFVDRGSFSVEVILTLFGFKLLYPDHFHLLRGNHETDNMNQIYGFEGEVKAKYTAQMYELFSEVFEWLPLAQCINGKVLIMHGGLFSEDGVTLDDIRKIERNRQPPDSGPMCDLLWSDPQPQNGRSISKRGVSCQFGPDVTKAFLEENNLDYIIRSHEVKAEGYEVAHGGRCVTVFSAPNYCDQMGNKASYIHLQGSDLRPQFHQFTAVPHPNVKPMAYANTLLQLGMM
# PAFAH2 FP inh = PAFAH2 (human) inhibition; 340,000 compounds, 0.99% hits; recombinant PAFAH2, FP-rhodamine activity probe, fluorescence polarization; AID 492956; inhibition, % at 3.39 µM; Q99487;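 active = inhibition above the mean over all tested compounds plus 3 SD, cut at about 30% in these data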;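 note: inhibitors block probe labeling of enzyme so polarization drops; 0% = enzyme with DMSO and 100% = wells lacking PAFAH2 protein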
# procasp3 activ = procaspase-3 (human) activation; P42574; activation, % at 8.5 µM; recombinant procaspase-3 D3A, Ac-DEVD-pNA absorbance 405 nm; 330,000 compounds, 0.11% hits;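 active = activation above the mean of all tested compounds plus 3 SD, cut at about 21% in these data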;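 note: 0% = DMSO alone and 100% = DMSO wells spiked with extra 5 µM PC-3 D3A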
# Target sequence (P42574 whole entry D9A/D28A/D175A): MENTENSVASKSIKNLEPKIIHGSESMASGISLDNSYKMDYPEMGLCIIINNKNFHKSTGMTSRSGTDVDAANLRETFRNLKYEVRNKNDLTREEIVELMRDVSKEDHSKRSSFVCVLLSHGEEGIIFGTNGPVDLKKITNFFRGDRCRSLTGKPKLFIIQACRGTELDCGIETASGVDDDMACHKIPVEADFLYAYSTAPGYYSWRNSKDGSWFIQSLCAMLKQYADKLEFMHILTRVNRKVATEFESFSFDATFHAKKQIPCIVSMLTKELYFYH
#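 Assay system: Procaspase-3 D3A mutant, all three cleavage aspartates alanine. Buffer or medium: Zinc-free HEPES saline buffer with Triton X-100. Times: 1 h compound preincubation, 2 h substrate hydrolysis at 25 °C. Measured by: 405 nm absorbance of p-nitroaniline, reads at 0 and 120 min. Read-out basis: percent activation relative to control range. Replicates: singlicate.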
# Starred values were filed as active, the others as inactive; . = not tested or not shown. This is a random part of the collection; 5.6% or so of the library scored in one or more.
SMILES,AHR activator,PP1 counter,Fh CTSL1 inh,TPT1 inhibitor,HCV core dimer,procasp7 counter,PP5 inh,PAFAH2 FP inh,procasp3 activ
COc1ccc(NC(=O)c2cc(S(=O)(=O)N3CCc4ccccc43)cn2C)c(OC)c1,3,5,4,1,4,13,2.8,6,-3
CCN(c1ccccc1)S(=O)(=O)c1ccc(Cl)c(NC(=O)CN2CCN(C)CC2)c1,-2,6,.,.,.,12,-0.3,-6,8
CC(C)CCNC(=O)Cc1c(C(=O)O)[nH]c2ccc(Cl)cc12,4,-2,2,2,5,-4,-0.9,7,-4
CC/C(O)=C(/C#N)c1nnc2n1CCCCC2,0,-2,2,-3,-3,8,1.9,-4,9
CC(C)C1NCCc2c1sc1ccccc21 (stereo not given),0,4,-2,-5,0,0,-0.8,2,-6
O=S1(=O)CCC(NS(=O)(=O)c2cccc3cccnc23)C1 (stereo not given),0,-1,-1,-2,-4,5,0.8,0,4
O=c1cc(CO)occ1OCc1ccccc1,2,-5,-6,-5,-8,7,0.5,5,11
S=C(NCC1CCCO1)NC12CC3CC(CC(C3)C1)C2 (stereo not given),1,6,-1,-2,1,2,-0.5,24,4
Cc1cccc(/C=N/n2c(-c3ccncc3)n[nH]c2=S)c1,4,2,3,5,2,-6,-0.7,5,-15
CCOc1ccccc1NC(=O)Cc1coc2cc(C)ccc12,6,2,1,-1,4,-6,-1.6,-11,1
O=C(O)CCCCCN1C(=O)/C(=C\c2ccc(-c3ccc(Cl)cc3)o2)SC1=S,1,-3,0,27*,4,-2,-2.1,3,-9
Cc1cc2cc3c(cc2nc1SCc1ccccn1)OCCO3,6,-3,2,1,-5,10,3.5,3,-6
COc1ccc(-c2nnc(SCC(=O)NCC3CCCO3)o2)cc1 (stereo not given),-4,-1,-1,1,-2,6,2.1,7,5
Cn1c(=O)c2ncn(CC(=O)O)c2n(C)c1=O,-2,-1,-1,4,1,1,0.4,5,7
N=c1ccn(Cc2ccc(Cl)c(Cl)c2)cc1,-9,-1,-3,-2,-3,3,0.4,-9,-9
CCCCCn1c(C)c2c(OCC)cccc(=O)c2c1C,7,2,2,6,-1,-10,0.9,7,-3
COC(=O)c1ccc(/C=N/N2CCN(Cc3ccccc3)CC2)cc1,-3,-4,4,-3,4,0,-1.4,7,0
Cc1ccc(NC(=O)c2nc[nH]c2C(=O)NCCCCCNC(=O)OC(C)(C)C)cc1,8,4,.,.,.,14,7.5,-10,11
COc1ccccc1/C=N/N1C(=O)c2cccc3cccc(c23)C1=O,12,-1,4,-9,3,4,-1.1,2,4
COc1ccc(OC(C)C(=O)Nc2ccccc2F)cc1 (stereo not given),-3,0,1,1,-1,-1,4.9,-1,-10
O=C(Nc1ccccc1)c1ccccc1NC(=O)c1ccccc1C(=O)O,-1,0,1,-1,-2,3,2.5,.,-4
Cc1nc(N)c(C#N)c(-c2ccccc2)c1C,-2,7,6,2,-8,0,0.7,9,2
C=CCNCCCOc1ccc(Cl)cc1C(C)(C)C,-1,0,-1,-1,-8,4,2.0,-2,-3
CCOC(=O)C1CCCN(S(=O)(=O)c2ccc(OC)c3ccccc23)C1 (stereo not given),-5,3,2,-2,8,5,3.2,-4,1
CC(C)(C)c1ccc(NC(=S)NCc2cccnc2)cc1,11,-1,4,1,0,-2,1.4,1,-5
Cn1cc(/C=C(\NC(=O)c2ccccc2)C(=O)N2CCOCC2)c2ccccc21,85*,-2,6,2,0,-1,-0.6,-3,3
CSc1cccc(NC(=S)N2CCCN(Cc3cccc(Cl)c3)C2)c1,0,-1,1,1,1,-7,3.6,8,0
O=C(NCCCc1ccccc1)c1cccc(S(=O)(=O)N2CCOCC2)c1,0,-2,.,.,.,3,-0.9,5,3
CCC1CCCCN1C(=O)/C=C/c1ccc2c(c1)OCO2 (stereo not given),31,2,-2,-3,6,14,-0.3,7,12
COC(=O)c1cc(C(=O)NCc2ccc3c(c2)OCO3)cc([N+](=O)[O-])c1,-1,-2,-1,-3,13,2,0.5,-11,-11
CCCC1CCc2c(sc(N)c2C(N)=O)C1 (stereo not given),2,-2,1,5,25,-14,0.0,15,-8
CC(NC(=O)c1ccc(Br)o1)C1CCCO1 (stereo not given),-1,-8,3,-1,2,5,1.1,-1,7
O=C(NCSC1=NCCS1)c1ccccc1,-2,-2,5,-1,-10,-1,2.6,20,4
Cc1oc(C(N)=O)cc1COc1ccc(C(N)=O)cc1,-4,-2,1,-4,0,4,-0.9,2,-3
COc1cc2c(cc1OC)C(C(=O)N1CCCC1)C(c1ccccc1F)N(C)C2=O (stereo not given),3,-2,-1,-1,-4,4,0.8,0,-11
CC(Nc1nc(C(F)(F)F)nc2ccccc12)c1cccs1 (stereo not given),0,6,2,0,6,-4,7.5,-6,-2
COc1ccccc1N1CCN(/N=C/c2cc(OC)c(OC)c(OC)c2)CC1,1,2,1,-2,-8,4,4.4,2,-5
CSc1nc2ccc(Cl)cc2[nH]1,1,-1,9,1,-2,-2,1.2,0,-10
Cc1cccc(N2CCN(C(=O)c3csc4ccccc34)CC2C)c1 (stereo not given),0,2,-2,-1,5,-17,4.6,9,5
Cc1ccc(-c2nc(C(Cl)Cl)c3ccccc3n2)cc1,26,0,0,2,0,-2,1.0,-5,-3

# Two of these compounds in another layout:
CSc1cccc(NC(=S)N2CCCN(Cc3cccc(Cl)c3)C2)c1
  AHR activator = 0; PP1 counter = -1; Fh CTSL1 inh = 1; TPT1 inhibitor = 1; HCV core dimer = 1; procasp7 counter = -7; PP5 inh = 3.6; PAFAH2 FP inh = 8; procasp3 activ = 0

O=C(NCCCc1ccccc1)c1cccc(S(=O)(=O)N2CCOCC2)c1
  AHR activator = 0; PP1 counter = -2; Fh CTSL1 inh = .; TPT1 inhibitor = .; HCV core dimer = .; procasp7 counter = 3; PP5 inh = -0.9; PAFAH2 FP inh = 5; procasp3 activ = 3

# The list goes on.
SMILES,AHR activator,PP1 counter,Fh CTSL1 inh,TPT1 inhibitor,HCV core dimer,procasp7 counter,PP5 inh,PAFAH2 FP inh,procasp3 activ
COc1ccc(C(CNC(=O)C(C)Oc2ccc(Br)cc2)N2CCCCC2)cc1 (stereo not given),1,1,.,.,.,13,-0.7,0,15
CCOC(=O)CNC(=O)CSc1nnc(NC(=O)c2ccc(C)cc2)s1,-2,-2,1,5,1,-3,1.8,2,-4
CCOc1ccccc1N1CC(C(=O)N2CCN(Cc3ccc(C#N)cc3)CC2)CC1=O (stereo not given),2,-2,.,.,.,0,-0.2,1,-2
Cc1ccc(C(=O)CSc2nc(N)cc(=O)[nH]2)cc1,-5,0,2,-6,-2,1,-0.4,4,1
Cc1ccc(S(=O)(=O)n2nc(OC(=O)c3ccccc3F)cc2N)cc1,0,-1,-7,-1,4,-42,-1.5,2,-23
O=C(Nc1nnc(C2CC2)o1)c1ccc(S(=O)(=O)N2CCc3ccccc3C2)cc1,3,30*,-3,-2,21,4,-2.0,8,-5
COC(=O)c1ccc(C(=O)OC)c(NC(=O)CN(C)Cc2cccc(Cl)c2Cl)c1,2,3,-1,2,7,0,3.2,-4,3
C=CCn1c(SCC(=O)CC(=O)OCC)nc2cc(C(=O)N3CCC(C(N)=O)CC3)ccc2c1=O,0,-2,12,1,-1,6,-3.6,-4,3
O=C(CNC(=O)c1ccco1)N/N=C/c1c[nH]c2ccccc12,20,-8,2,0,-3,0,-0.6,-4,-2
C=C(C)CSc1nnc2n(C)c(=O)c3c4c(sc3n12)CCC4,7,-1,0,1,3,-2,3.1,13,6
O=C(CSc1nc2c(cnn2-c2ccc(F)cc2)c(=O)[nH]1)Nc1nccs1,-1,-3,1,0,2,0,-0.1,-6,8
COC(=O)C1=C(CSc2nncn2C)NC(=O)NC1c1cc(C)ccc1C (stereo not given),1,1,0,3,-1,19,1.9,3,-3
CC(C)(Cl)C1Cc2cc3ccc(=O)oc3cc2O1 (stereo not given),-5,-1,-2,1,0,2,0.7,3,-3
CC(=O)c1c(C)[nH]c(C(=O)OCc2ccccc2F)c1C,9,2,1,3,1,-7,-1.7,-4,-2
O=C(NCCc1nc(-c2ccccc2)no1)c1ccco1,7,0,-2,-1,-3,6,0.9,-2,0
O=C(CSC(=S)N1CCOCC1)Nc1nccs1,4,-1,2,-4,-9,-3,-0.9,-3,-6
CCn1c2ccccc2c2nnc(SCc3ccc(C(=O)OC)o3)nc21,3,2,-1,0,14,2,3.5,1,-2
O=C(CCn1c(=O)oc2cc(Cl)ccc21)Nc1ccc(N2CCOCC2)cc1,8,-1,-5,-4,8,-3,1.8,10,-14
CC(Sc1nc(N)cc(=O)[nH]1)C(=O)NC1CCCCC1 (stereo not given),0,-3,1,1,0,0,1.5,0,5
Cc1ccc(NC(=O)C(=O)NCc2ccncc2)cc1,4,-3,0,2,6,13,0.3,4,12

# Sorted by value in procasp3 activ (lowest first): some entries from above
molecule	procasp3 activ
CC(=O)c1c(C)[nH]c(C(=O)OCc2ccccc2F)c1C	-2
CC(Sc1nc(N)cc(=O)[nH]1)C(=O)NC1CCCCC1 (stereo not given)	5
Cc1ccc(NC(=O)C(=O)NCc2ccncc2)cc1	12

# More results follow.
SMILES,AHR activator,PP1 counter,Fh CTSL1 inh,TPT1 inhibitor,HCV core dimer,procasp7 counter,PP5 inh,PAFAH2 FP inh,procasp3 activ
COc1ccc(C(=O)N/N=C(\C)CC(=O)Nc2cccc(C(F)(F)F)c2)cc1,5,-7,-1,-2,0,-3,1.8,2,1
Cc1ccc(-n2cc[nH]c2=S)c(C)c1,-1,-2,2,-1,-1,3,1.5,.,-3
CCCOP(=O)(OCCC)c1c([N+](=O)[O-])cc(C(F)(F)F)cc1[N+](=O)[O-],1,1,1,0,8,7,-0.9,-1,-9
CCOC(=O)c1oc2ccccc2c1NC(=O)c1ccc(Cl)s1,-4,-4,0,-1,2,-1,-1.6,6,-2
CCOc1ccc(NC(=S)NCc2ccc3c(c2)OCO3)cc1,0,-1,4,-1,5,1,0.4,-15,4
CSc1ccc(CN(C)C(=O)CNC(=O)c2ccc3c(c2)OCO3)cc1,27,-5,2,9,-12,-3,-0.5,-1,-7
[O-]/C(=C(\C(=S)Nc1cccc2ccccc12)[n+]1ccccc1)c1ccc2c(c1)OCCO2,39,7,-1,7,21,-11,-0.9,6,-3
Cc1cc(C)c2c(=O)[nH]c(SCC(=O)Nc3cccc(S(=O)(=O)N(C)C)c3)nc2n1,4,2,.,.,.,2,0.3,0,9
CCOc1cc(NC(=O)c2cccs2)c(OCC)cc1NC(=O)CCC(=O)NCCN1CCOCC1,8,-2,-3,0,-4,-5,0.3,-1,-1
COc1ccc(-c2sc3ccccc3c2/C=C/c2ccc(N)cc2)cc1,54*,.,.,.,.,11,.,6,-3
O=C(c1ccc(=O)[nH]c1)N1CCN(S(=O)(=O)c2ccccc2)CC1,-3,-3,1,-2,6,12,1.9,-2,-3
CCOC(=O)[C@H]1[C@H]2COc3ccc(OC)cc3[C@@H]2N2C(=O)c3cc(C)ccc3NC(=O)[C@@]12C,0,2,-2,-3,2,-12,5.1,2,4
COc1cc(C(=O)Oc2c(CN3CCOCC3)cc(Cl)c3cccnc23)cc(OC)c1OC,9,7,-3,-3,2,-6,1.0,4,1
